Compound activity as filed in PubChem.
B2AR arrestin – qHTS assay of beta-arrestin-biased ligands of beta2-adrenergic receptor | Potency, µM (titrated, usually from 46.1 µM), without a hit: at the highest dose activation, actives largely listed as activators | 0.02% of 330,000 active | beta-arrestin recruitment to beta2AR, cell-based reporter | Beta-2 adrenergic receptor (Homo sapiens), P07550;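 further: potency means the concentration at half of the fitted maximal effect; 0% = DMSO controls and full agonism = EC100 isoproterenol or metaproterenol; nearly all actives have a fitted effect of over 65% in size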
PKM2 activator – qHTS Assay for Activators of Human Muscle isoform 2 Pyruvate Kinase | Pyruvate kinase PKM (Homo sapiens), P14618 | purified PKM2, Kinase-Glo ATP luminescence, activation; response scale: 0% is enzyme alone, no compound | Potency, µM (series often up to 57.5 µM), for inactives: top-dose activation, most hits filed as activators | 0.34% of 260,000 active | AID 1631, 2009; further: potency means the concentration at half of the fitted maximal effect; nearly all actives have a fitted effect of over 55% in size
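ATP formation by purified human PK-M2, quantified via coupled luciferase luminescence after 1 h at room temperature with 0.1 mM ADP and 0.5 mM PEP final.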
Giardia killer – Small Molecules that selectively kill Giardia lamblia: qHTS; AID 540267, 2011; Giardia lamblia trophozoite viability; 0.15% of 340,000 active; activity change, % at 7.66 µM, hits read low; in the data active means activity change below about -80%; inconclusive means between about -30% and that limit;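 further: parasites exposed to compound for two days anaerobically before the ATP read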
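Compounds were tested on trophozoites seeded at 100 cells/well and held 48 hrs at 37 deg C anaerobically. An ATP-based luminescent kit measured the remaining live cells.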
hERG WT inh – qHTS for Inhibitors of KCHN2 3.1: Wildtype qHTS | activity change, % at 1.84 µM | Voltage-gated inwardly rectifying potassium channel KCNH2 (Homo sapiens), Q12809 | U2OS, BacMam KCNH2, thallium flux FluxOr; active compounds read low | 0.37% of 340,000 active;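 active means maximum activity change below -70%; inconclusive means maximum activity change between -70% and -50%; inactive means maximum activity change above -50%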
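U2OS cells transduced with wild-type KCNH2 virus are loaded with FluxOr dye for 45 min, and thallium flux is measured in kinetic reads before and after stimulation buffer. Rate constants are normalized to DMSO controls.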
Coupling enz – qHTS Assay for Inhibitors of Fructose-1,6-bisphosphate Aldolase from Giardia Lamblia: Coupling assay counterscreen | coupling enzyme system counterscreen, AmpLite Red fluorescence | activity change, negative = inhibition, % at 58.2 µM, hits read low | 0.67% of 290,000 active | AID 2472, 2010; in the data active means activity change below about -30%
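Final compound at 57.5 uM, incubated 10 min at RT with coupling enzyme reagent (glyceraldehyde-3-phosphate), then 20 min with substrate and AmpLite Red detection. Fluorescence read at 525/598 nm; tests interference with the coupling assay, not aldolase inhibition.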
Chronic BCR inh – qHTS Assay to Find Inhibitors of Chronic Active B-Cell Receptor Signaling | ABC-DLBCL IkBa-CBG/CBR reporter, luminescence ratio, 4 h | Potency, µM (top dose mostly 46.1 µM), inactives show at the top dose ratio change, negative = lower green/red ratio, hits mostly inhibitors | 0.05% of 340,000 active | AID 493014, 2011; active means well fitted inhibition curve with a large enough effect in the signal ratio, with a control signal flat, not every such curve was filed as active; inconclusive means small, poorly fitted or top-dose-only effect, or effect the other way, or a change in a side signal; the % refers to the signal ratio;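 further: potency means the concentration at half of the fitted maximal effect; plate controls were basal doxycycline-induced cells for no effect and cells given 10 µM MG132 for full effect; MG132 reads +100%, hits lower the ratio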
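Concentration-response series (up to 46 uM) were applied to TMD8 dual-reporter cells for 4 h at 37C with doxycycline. Green/red ratio, after filter-overlap correction, defined %Activity; red signal alone was normalised to basal cells and zero luminescence.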
USP2a inh – qHTS Assay for Inhibitors of Ubiquitin-specific Protease USP2a Using CHOP2 as the Reporter. USP2 core, Ub-CHOP2 coupled fluorogenic reporter, 485/531. Potency, µM (top dose mostly 38.3 µM), without a hit: at the highest dose activity change, negative = inhibition, hits mostly inhibitors. 0.01% of 330,000 active;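 further: potency means the concentration at half of the fitted maximal effect; plate controls were DMSO wells for no effect and full inhibition by NEM control for full effect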
Target sequence (O75604 whole entry, looked up): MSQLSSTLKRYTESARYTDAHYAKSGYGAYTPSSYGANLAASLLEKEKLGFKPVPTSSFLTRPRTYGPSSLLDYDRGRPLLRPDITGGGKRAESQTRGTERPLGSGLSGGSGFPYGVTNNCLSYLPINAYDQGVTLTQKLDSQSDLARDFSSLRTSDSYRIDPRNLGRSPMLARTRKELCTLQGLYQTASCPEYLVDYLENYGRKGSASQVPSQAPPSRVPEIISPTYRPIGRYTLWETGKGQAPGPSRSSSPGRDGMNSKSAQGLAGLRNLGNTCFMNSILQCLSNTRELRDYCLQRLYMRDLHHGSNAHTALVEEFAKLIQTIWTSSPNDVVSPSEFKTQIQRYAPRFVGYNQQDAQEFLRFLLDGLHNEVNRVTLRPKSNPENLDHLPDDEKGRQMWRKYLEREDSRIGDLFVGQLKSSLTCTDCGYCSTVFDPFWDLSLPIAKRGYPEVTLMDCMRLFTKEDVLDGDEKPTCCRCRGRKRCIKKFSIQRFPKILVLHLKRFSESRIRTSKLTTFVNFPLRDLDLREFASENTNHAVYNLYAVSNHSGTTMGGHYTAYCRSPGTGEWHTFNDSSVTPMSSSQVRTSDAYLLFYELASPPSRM
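USP2 core (10nM final) preincubated 30min RT with compound in 20mM Tris-HCl pH 8.0, 2mM CaCl2, 2mM beta-mercaptoethanol, 0.05% CHAPS; 25nM Ub-CHOP2 plus 25nM reporter substrate added, fluorescence (Ex485/Em531) read after 60min.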
Eya2 phos inh – qHTS Assay for Inhibitors of the Phosphatase Activity of Eya2; Protein phosphatase EYA2 (Homo sapiens), O00167; recombinant Eya2, OMFP fluorescence dephosphorylation (OMFP is methylfluorescein phosphate); Potency, µM (titrated, usually from 76.9 µM), for inactives: at the highest dose activity, negative = inhibition, usual class: inhibitors; 0.006% of 330,000 active; AID 488837, 2010; further: potency means the concentration at half of the fitted maximal effect
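Eya2 (0.2 uM) preincubated 10 min at ambient with compound, then OMFP substrate added at 50 uM; 10 min reaction in 50 mM HEPES pH 7.5, 50 mM NaCl, 5 uM MgCl2, 0.05% BSA, 1 mM DTT. Fluorescence read at Ex 485/Em 525 nm.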
KCNH2 3.1 inh – qHTS for Inhibitors of KCHN2 3.1: Mutant qHTS; Potassium voltage-gated channel subfamily H member 2, brain isoform KCNH2 3.1 (human); U2OS KCNH2 3.1, thallium flux FluxOr; active compounds read low; activity change, % (tested at about 1.8 µM); 0.95% of 340,000 active;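 active means maximum activity change below -70%; inconclusive means maximum activity change from -70% to -50%; inactive means maximum activity change above -50%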;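 further: thallium influx rate constant from kinetic fluorescence after stimulation buffer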
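We transduce U2OS cells with the mutant 3.1 virus, culture them overnight, load FluxOr with Red40 quencher for 45 min, then add stimulation buffer and read kinetically for 2 min to derive a normalized rate constant.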
GALK inh – qHTS Assay for Inhibitors of Human Galactokinase (GALK) | Purified GALK, Kinase-Glo residual ATP luminescence | AID 1868, 2009 | P51570 | 0.007% of 270,000 active | Potency, µM (top dose mostly 57.5 µM), for inactives: top-dose activity change, negative = inhibition, most hits filed as inhibitors; further: potency means the concentration at half of the fitted maximal effect
Target sequence (P51570 whole entry, looked up): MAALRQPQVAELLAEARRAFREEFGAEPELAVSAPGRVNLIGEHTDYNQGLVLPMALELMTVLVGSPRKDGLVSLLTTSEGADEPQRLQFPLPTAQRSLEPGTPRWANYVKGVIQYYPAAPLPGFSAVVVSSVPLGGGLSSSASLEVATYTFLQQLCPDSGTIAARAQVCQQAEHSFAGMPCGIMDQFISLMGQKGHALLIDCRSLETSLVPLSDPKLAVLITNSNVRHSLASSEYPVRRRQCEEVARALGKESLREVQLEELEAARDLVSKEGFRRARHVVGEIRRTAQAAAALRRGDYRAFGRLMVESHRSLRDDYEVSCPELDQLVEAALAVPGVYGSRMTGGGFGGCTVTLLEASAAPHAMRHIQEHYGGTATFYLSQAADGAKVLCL
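Luminescence from leftover ATP (Ultra-Glo luciferase/luciferin) served as read-out after a 1 h room-temperature reaction of 5 nM GALK with 35 uM ATP and 100 uM galactose.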
uPA generation – qHTS for Inhibitors of Cell Surface uPA Generation; Potency, µM (highest dose often 38.3 µM), for the others: top-dose activity change, negative = inhibition, hits mostly inhibitors; cell surface uPA generation assay, qHTS; 0.31% of 330,000 active; AID 540303, 2011; active means well fitted inhibition curve with a large enough effect; inconclusive means small, poorly fitted or top-dose-only effect; inactive means no such curve, though single readings can be large or run the other way; tested in mouse RAW 264.7 cells; further: potency means the concentration at half of the fitted maximal effect; nearly all actives have a fitted effect of over 55% in size
The depositor's hits bear a star; ? = inconclusive; / = not tested or not shown; [ ] = dose if it differs, or a comment. Unless noted, the call rests on the fitted dose curve; in most records, active means well fitted curve in the direction sought with a large enough effect; inconclusive means small, poorly fitted or top-dose-only effect, or another doubt; inactive means no such curve, though single readings can be large; an effect the other way counts as inactive or inconclusive. Unless noted, on the % scale 0 is the no-effect control and ±100 the full control effect.

SMILES | B2AR arrestin | PKM2 activator | Giardia killer | hERG WT inh | Coupling enz | Chronic BCR inh | USP2a inh | Eya2 phos inh | KCNH2 3.1 inh | GALK inh | uPA generation
CCCN1CCN(C(=O)c2cc3c(s2)-c2ccccc2S(=O)(=O)C3)CC1 | 0.0% | -3% | / | / | 1 | -6% | ? | 4% | / | 0% | /
CCN(CC)c1ccc(/C=N/O)cc1 | -0.8% | -2% | -8 | 9 | -1 | 0% | 12% | 10% | -7 | 0% | ?
CN(c1ccc(C(=O)Nc2ccccc2C(=O)N2CCOCC2)cc1)S(C)(=O)=O | -1.2% | -1% | -1 | -13 | -1 | -6% | -1% | 3% | 8 | 2% | 12%
COCCCn1c(=O)c2sccc2n2c(CCCC(=O)N(C)Cc3ccco3)nnc12 | 0.1% | -5% | 5 | -17 | 0 | -7% | 0% | 5% | -7 | -1% | 5%
Cc1ccc(CSc2cc(C)[nH]c(=O)n2)cc1 | 0.1% | / | 3 | -7 | / | 8% | -4% | 4% | -1 | -1% | 7%
COCCOC(=O)c1c(NC(=O)CSc2cccc[n+]2[O-])sc(C(N)=O)c1C | 0.3% | -1% | -7 | -4 | -1 | ? | 1% | 4% | 5 | 10% | /
CCCC/C(O)=N\S(=O)(=O)c1ccc(N=NN(C)C)cc1 | -0.4% | -14% | 11 | 12 | 1 | 5% | -2% | 1% | 24 | 0% | 3%
COc1ccc(N(CC(=O)Nc2cccc(C)c2)S(=O)(=O)c2c(C)noc2C)cc1 | 0.3% | / | 1 | -3 | / | 2% | 1% | -1% | -22 | 1% | -5%
O=C(/C=C/c1cccs1)N1CCC2(CC1)Oc1ccc(F)cc1C(=O)C21CC(c2ccc(Cl)cc2)=NO1 (stereo not given) | -0.5% | -15% | 2 | -8 | -5 | 0% | 6% | -9% | -19 | 4% | -1%
O=C(NCc1ccc(Cl)cc1)c1ccc(NC(=O)C2CCCO2)cc1 (stereo not given) | 0.3% | -3% | 0 | 6 | -1 | 1% | 0% | 7% | 6 | -1% | -5%
O=C(C1CCCCN1S(=O)(=O)c1ccccc1)N1CCCCC1 (stereo not given) | -0.3% | -5% | -7 | 4 | / | -3% | -3% | 1% | 12 | -1% | /
COC(=O)C1CCN(Cc2ccc(OCCCN3CCN(c4ccc([N+](=O)[O-])cc4)CC3)cc2)CC1 | -0.7% | -10% | -2 | 32 | 8 | 0% | 5% | -10% | -16 | 2% | 3%
O=C(NCc1ccccc1)NC(O)C(Cl)(Cl)Cl (stereo not given) | -0.2% | 0% | 4 | -16 | 0 | -8% | -2% | -16% | 7 | 0% | -2%
CNC(=O)CN(c1cc(C)ccc1OC)S(=O)(=O)c1ccc(C)cc1 | -0.1% | 0% | 23 | 5 | -3 | ? | 3% | 7% | 0 | 1% | -1%
CCOC(=O)C1=C(C)Nc2sc(C(=O)c3ccc(Br)cc3)c(N)c2C1c1ccc(C(=O)OC)cc1 (stereo not given) | -0.2% | -3% | 7 | -22 | -1 | ? | 3% | 18% | 1 | -1% | /
CCCCNC(=O)Cn1c(=O)n(C)c2ccccc21 | -0.1% | 2% | -1 | 3 | 0 | 2% | -2% | 6% | -22 | -2% | 2%
CCOc1ccc(NC(=O)COC(=O)c2cc(=O)c3ccccc3o2)cc1 | 0.4% | / | -15 | 0 | / | ? | -1% | ? | 4 | / | -13%
CCC(C)(C)NC(=O)CN(C(=O)CCC(=O)Nc1nccs1)c1ccc2c(c1)OCCO2 | 0.2% | 4% | 9 | 3 | 2 | -15% | 0% | 7% | 12 | -1% | 3%
O=C(O)c1cccc(N/N=C/c2cccnc2)c1 | 0.3% | 2% | -8 | 0 | -1 | ? | 1% | -11% | 0 | 3% | /
O=C(CC1SC(N2CCCC2)=NC1=O)Nc1ccc(C(=O)Nc2ccccc2)cc1 (stereo not given) | -1.0% | / | -1 | 3 | / | 2% | 3% | 3% | 0 | / | 23%
Fc1cccc(CN2CCN3CCCC3C2C2CCCCC2)c1 (stereo not given) | -0.4% | -2% | -5 | 11 | 1 | -20% | 0% | -9% | -11 | 2% | -3%
Cc1ccc2sc(N3CCN(C(=O)c4ccc([N+](=O)[O-])o4)CC3)nc2c1C | 0.3% | / | -29 | -139* | / | 8% | -1% | 8% | -201* | / | -5%
CNS(=O)(=O)c1ccc(C(C)(C)C)cc1 | -1.0% | -28% | -5 | -2 | -1 | -28% | 0% | -2% | -3 | -1% | 0%
COc1ccccc1NC(=O)C1CCCN1C(=O)NC1CCCCC1 (stereo not given) | -0.3% | -1% | -4 | 2 | 1 | 1% | -1% | 6% | 1 | -1% | 1%
CNC(=S)NCCc1ccc(OC)cc1 | -1.1% | 1% | 16 | 4 | 2 | -2% | 0% | -2% | 4 | 4% | -3%
Next part.
SMILES | B2AR arrestin | PKM2 activator | Giardia killer | hERG WT inh | Coupling enz | Chronic BCR inh | USP2a inh | Eya2 phos inh | KCNH2 3.1 inh | GALK inh | uPA generation
CC(C)Sc1nc2ccc(N3C(=O)C4CCCCC4C3=O)cc2s1 (stereo not given) | 0.1% | -1% | 1 | -1 | 3 | ? | 0% | 2% | 12 | / | 2%
CCSc1nnc(Cn2c(=O)sc3ccccc32)n1C | 0.5% | 7% | -18 | -17 | 1 | -1% | -1% | -8% | 1 | 0% | -4%
O=C(COc1ccc(Cl)cc1)NCc1cn2cc(Cl)ccc2n1 | 0.0% | 5% | -1 | -8 | 0 | 1% | 2% | 0% | -1 | 12% | 1%
O=C(CSc1ccc(-c2ccncc2)nn1)N1CCCC1 | 0.0% | -2% | 2 | 5 | 2 | ? | 2% | 7% | 9 | -3% | 0%
CCCNC(=O)c1cnc(Sc2ncc(C(F)(F)F)cc2Cl)n1C | -0.7% | 5% | -10 | 7 | 2 | -7% | -5% | 6% | / | 1% | 4%
O=c1cc(-c2ccc([N+](=O)[O-])cc2)nc2cc(-c3ccc(Cl)cc3)[nH]n12 | -0.6% | 8% | / | / | 1 | ? | -3% | 0% | / | / | /
CC(=O)c1ccc(NC(=S)NC(C)c2ccc(Cl)cc2Cl)cc1 (stereo not given) | 0.4% | 1% | -7 | 2 | 1 | ? | -8% | 1% | -9 | 10% | 5%
CCS(=O)(=O)c1nc2ccccc2n1Cc1ccccn1 | -0.3% | 3% | 45[activator] | 5 | 3 | -12% | 1% | -6% | 13 | 1% | -3%
Cc1ccc(C2=C(c3ccc([N+](=O)[O-])cc3)C(=O)OC2)cc1C | -0.8% | 5% | 6 | 5 | 3 | 5% | -3% | -7% | -3 | 2% | /
COc1ccc(S(=O)(=O)c2c(O)c3ccc(C(=O)Nc4ccc(F)cc4F)cc3[nH]c2=O)cc1 | -0.3% | 2%[0.46 µM] | 3 | -8 | 16 | -8% | -1% | 7% | 7 | -16% | 10%
CCOC(=O)N1CCN(Cc2nc(Cc3cccc(C(F)(F)F)c3)no2)CC1 | -0.1% | 1% | 1 | 3 | -1 | ? | 0% | -11% | -4 | 0% | -5%
CC(C)C(C)NC(=O)COc1ccc(OCc2ccccc2)cc1 (stereo not given) | 0.0% | / | -11 | 15 | 0 | -4% | 1% | -3% | 12 | -7% | 2%
COc1ccc2c(c1)C(=O)CC(c1ccccc1F)O2 (stereo not given) | -0.7% | 10% | 3 | 2 | 1 | -13% | -9% | -25% | -3 | 3% | -9%
C/C(=N\NC(=O)COc1cccc(Br)c1)c1ccc2c(c1)OCCO2 | -0.4% | / | 4 | -6 | / | -10% | 2% | -2% | -2 | / | 4%
Cc1ccc2[nH]c3c(c2c1)CCc1cn[nH]c1-3 | -0.4% | 18% | 6 | 2 | -19 | -3% | 2% | -10% | 2 | 1% | 11%
Cc1ccc(CCNC(=O)Cn2ccc3cc(S(=O)(=O)N4CCCC4)ccc32)cc1 | -1.0% | / | 16 | 6 | -2 | 1% | 1% | 4% | 22 | -7% | 0%
